Source: PubChem
BLM inh = qHTS Assay for Inhibitors of Bloom's syndrome helicase (BLM) | RecQ-like DNA helicase BLM (Homo sapiens), P54132 | recombinant BLM DNA unwinding, fluorescence dequenching | Potency, µM (highest dose often 56.1 µM), without a hit: top-dose activity change, negative = inhibition, most hits filed as inhibitors | actives 0.2% (n = 350,000) | AID 2528, 2010;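 also: plate controls were vehicle for no effect and no enzyme for full effect; nearly all actives have a fitted effect of over 35% in size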
Pol eta inh = qHTS for Inhibitors of Polymerase Eta; recombinant Pol eta, fluorescent DNA replication assay; AID 588591, 2011; Potency, µM (doses to about 114 µM), without a hit: at the highest dose activity change, negative = inhibition, actives largely listed as inhibitors; actives 1.2% (n = 390,000); also: % is scaled to controls: 0 for no effect and ±100 for the full control effect
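Pol eta at 10 nM preincubated with compounds 15 min at room temperature; reaction started with fluorescent substrate (50 nM final) and read kinetically at 0 and 10 min.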
JMJD2A Tudor inh = qHTS Assay for Inhibitors of JMJD2A-Tudor Domain; Lysine-specific demethylase 4A (Homo sapiens), O75164; AlphaScreen JMJD2A-Tudor / H3K4me3 peptide binding; Potency, µM (top dose mostly 114 µM), for inactives: at the top dose activity change, negative = inhibition, usual class: inhibitors; actives 4.4% (n = 390,000); also: % is scaled to controls: 0 for no effect and ±100 for the full control effect; nearly all actives have a fitted effect of over 50% in size
POLI inh = qHTS for Inhibitors of Polymerase Iota. DNA polymerase iota (Homo sapiens), Q9UNA4. Pol iota fluorescent replication assay, 10 min. Potency, µM (doses to about 115 µM), without a hit: at the highest dose activity, negative = inhibition, usual class: inhibitors. actives 1% (n = 390,000). AID 588590, 2011
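Fluorescent replication assay read twice, at 0 min and 10 min after adding 50 nM (final) substrate. Enzyme (10 nM) and compounds were first incubated 15 min at room temperature; enzyme-free buffer wells were negative controls.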
G9a block = qHTS Assay for Inhibitors of Histone Lysine Methyltransferase G9a. actives 8.8% (n = 350,000). G9a H3K9 monomethylation, AlphaScreen, 2 h. AID 504332, 2011. Potency, µM (series often up to 102 µM), for inactives: at the highest dose activity, negative = inhibition, hits mostly inhibitors. Histone-lysine N-methyltransferase EHMT2 (Homo sapiens), Q96KQ7; also: % is scaled to controls: 0 for no effect and ±100 for the full control effect; nearly all actives have a fitted effect of over 75% in size
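Readings reflect AlphaScreen signal from monomethyl-H3K9 antibody detection. HMT at 20 nM; substrate b-H3K9 500 nM; cofactor SAM 20 uM; 2 h RT reaction; compounds tested as titrations in qHTS with 15 min preincubation.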
POLK inh = qHTS for Inhibitors of Polymerase Kappa; actives 0.53% (n = 400,000); AID 588579, 2011; DNA polymerase kappa (Homo sapiens), Q9UBT6; purified Pol kappa, fluorescent DNA synthesis assay, 10 min; Potency, µM (titrated, usually from 107 µM), without a hit: at the top dose activity, negative = inhibition, most hits filed as inhibitors; also: % is scaled to controls: 0 for no effect and ±100 for the full control effect
Target sequence (Q9UBT6 whole entry, looked up): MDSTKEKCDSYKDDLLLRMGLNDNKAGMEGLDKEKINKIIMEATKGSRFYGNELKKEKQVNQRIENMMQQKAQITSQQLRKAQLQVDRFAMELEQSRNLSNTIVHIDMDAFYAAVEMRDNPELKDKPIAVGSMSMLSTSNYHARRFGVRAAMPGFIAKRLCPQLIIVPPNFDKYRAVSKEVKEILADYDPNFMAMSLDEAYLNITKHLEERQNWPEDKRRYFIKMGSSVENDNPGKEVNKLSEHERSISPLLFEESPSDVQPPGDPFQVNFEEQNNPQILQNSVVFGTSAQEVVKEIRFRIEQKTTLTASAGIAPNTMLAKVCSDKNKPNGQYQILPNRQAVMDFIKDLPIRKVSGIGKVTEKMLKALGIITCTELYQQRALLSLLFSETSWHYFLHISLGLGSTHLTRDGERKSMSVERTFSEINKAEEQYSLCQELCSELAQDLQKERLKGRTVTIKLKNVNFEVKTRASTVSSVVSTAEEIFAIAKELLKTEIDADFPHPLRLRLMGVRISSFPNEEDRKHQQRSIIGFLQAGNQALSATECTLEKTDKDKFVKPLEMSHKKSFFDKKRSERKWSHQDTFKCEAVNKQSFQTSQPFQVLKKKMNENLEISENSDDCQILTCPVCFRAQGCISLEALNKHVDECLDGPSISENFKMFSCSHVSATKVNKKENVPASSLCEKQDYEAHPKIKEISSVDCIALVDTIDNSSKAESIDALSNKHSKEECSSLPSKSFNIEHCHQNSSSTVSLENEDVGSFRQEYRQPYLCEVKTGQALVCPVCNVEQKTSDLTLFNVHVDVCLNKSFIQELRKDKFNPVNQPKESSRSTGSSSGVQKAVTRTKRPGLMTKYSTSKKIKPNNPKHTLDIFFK
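50 nM final substrate added after 15 min RT preincubation of 10 nM Pol kappa with compound; fluorescence read at 0 and 10 min.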
BAZ2B block = qHTS Assay for Inhibitors of BAZ2B; Bromodomain adjacent to zinc finger domain protein 2B (Homo sapiens), Q9UIF8; AlphaScreen BAZ2B-H3K14Ac peptide displacement; Potency, µM (titrated, usually from 114 µM), inactives show at the highest dose activity change, negative = inhibition, actives largely listed as inhibitors; actives 4.4% (n = 360,000); AID 504333, 2011; also: % is scaled to controls: 0 for no effect and ±100 for the full control effect; nearly all actives have a fitted effect of over 60% in size
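Multi-concentration screen (max 110 uM) measuring displacement of acetylated histone H3 peptide from BAZ2B by AlphaScreen, using 50 nM protein, 50 nM peptide and 10 ug/mL streptavidin donor plus Ni-chelate acceptor beads.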
APE1 inh = qHTS Assay for Inhibitors of the Human Apurinic/apyrimidinic Endonuclease 1 (APE1); actives 0.35% (n = 350,000); DNA repair nuclease/redox regulator APEX1 (Homo sapiens), P27695; recombinant APE1, TAMRA/BHQ-2 abasic DNA cleavage fluorescence; Potency, µM (titrated, usually from 65.8 µM), for the others: at the highest dose activity change, negative = inhibition, most hits filed as inhibitors;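 also: plate controls were vehicle for no effect and reference inhibitor for full effect; nearly all actives have a fitted effect of over 55% in size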
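Substrate: short duplex with […] THF abasic site, 5'-TAMRA and 3'-BHQ-2, 50 nM final. APE1 at 0.75 nM, preincubated 15 min RT with compound. Fluorescence increase from first to third read measured activity.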
Pol beta inh = qHTS Assay for Inhibitors of DNA Polymerase Beta; P06746; Pol beta primer extension/strand displacement, fluorescence kinetic; Potency, µM (doses to about 114 µM), for the others: at the highest dose activity change, negative = inhibition, usual class: inhibitors; actives 1.3% (n = 340,000); AID 485314, 2010; also: % is scaled to controls: 0 for no effect and ±100 for the full control effect
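Reaction started by 50 nM substrate onto compound-treated Pol beta (10 nM, 15 min preincubation, room temperature); plates read at 0 min and 10 min. Normalized concentration-effect data fitted by four-parameter Hill equation.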
* = called active by the depositor; [ ] = another dose, or the depositor's remark. Calls follow the shape of the dose curve; as a rule, active = well fitted curve in the direction sought with a large enough effect; inconclusive = small, poorly fitted or top-dose-only effect, or another doubt; inactive = no such curve, though single readings can be large; an effect the other way counts as inactive or inconclusive. Potency is read from the fitted curve at half-maximal effect. Some of the compounds tested. The share of hits here may be higher or lower than overall.

How did CCc1ccccc1-n1c(SCC(=O)NC)nnc1-c1cccnc1 do in these assays?
BLM inh: 0%; Pol eta inh: -5%; JMJD2A Tudor inh: -6%; POLI inh: -13%; G9a block: inconclusive; POLK inh: -3%; BAZ2B block: 24%; APE1 inh: -1%; Pol beta inh: -3%

Results for Cc1cc(-c2nnc(CCC(=O)NC(Cc3ccccc3)c3ccccc3)o2)no1 (configuration not stated) ?
BLM inh: -3%; Pol eta inh: -17%; JMJD2A Tudor inh: -19%; POLI inh: 33%[activator]; G9a block: -3%; POLK inh: -6%; BAZ2B block: 29%; APE1 inh: 3%; Pol beta inh: 3%

What do the screens show for `O=S(=O)(NCc1ccc(Cl)cc1)NCc1ccccc1F`?
BLM inh: -3%; Pol eta inh: -1%; JMJD2A Tudor inh: -3%; POLI inh: -20%; G9a block: -8%; POLK inh: -10%; BAZ2B block: 5%; APE1 inh: 16%; Pol beta inh: 12%

How did Cc1ccc2c(c1)N(CC(=O)N1CCCC1)C(=O)CO2 do in these assays?
BLM inh: 1%; Pol eta inh: -11%; JMJD2A Tudor inh: -8%; POLI inh: 16%; G9a block: 25%; POLK inh: -10%; BAZ2B block: -19%; APE1 inh: 20%; Pol beta inh: 14%

What do the screens show for `Cc1sc2nc(COC(=O)c3ccc(N4CCCC(C)C4)c([N+](=O)[O-])c3)[nH]c(=O)c2c1C` (configuration not stated)?
BLM inh: -8%; Pol eta inh: -1%; JMJD2A Tudor inh: -34%; POLI inh: 10%; G9a block: inconclusive; POLK inh: -10%; BAZ2B block: -37%; APE1 inh: 17%; Pol beta inh: 10%

What do the screens show for `Cc1cc(O)c(CN2CCN(c3ccccc3)CC2)c2oc(=O)cc(C)c12`?
BLM inh: -1%; JMJD2A Tudor inh: -1%; POLI inh: 7%; G9a block: 2%[59 µM]; POLK inh: -5%; BAZ2B block: 10%; Pol beta inh: -12%

How did CCn1c(NCc2cccc(Cl)c2)nc2ccccc21 do in these assays?
BLM inh: -1%; Pol eta inh: -11%; JMJD2A Tudor inh: 0%; POLI inh: 20%; G9a block: 11%[59 µM]; POLK inh: -4%; BAZ2B block: -2%; Pol beta inh: 20%

Results for COc1ccc(CNC(=O)CSc2ccsc2[N+](=O)[O-])cc1 ?
BLM inh: -4%; Pol eta inh: 50µM*; JMJD2A Tudor inh: inconclusive; POLI inh: inconclusive; G9a block: inconclusive; POLK inh: inconclusive; BAZ2B block: -27%; APE1 inh: 2%; Pol beta inh: -2%

What do the screens show for `COc1ccc(Cl)cc1NC(=O)CN(C)C(=O)c1ccc(C)s1`?
Pol eta inh: -11%; JMJD2A Tudor inh: -19%; POLI inh: 29%; G9a block: inconclusive; POLK inh: -2%; BAZ2B block: 11%; APE1 inh: -6%

What do the screens show for `COc1ccc(-c2cc(C(F)F)n3ncc(C(=O)Nc4cnn(Cc5ccccc5)c4)c3n2)cc1`?
BLM inh: -2%; BAZ2B block: -4%; APE1 inh: 29%; Pol beta inh: 0%

What do the screens show for `CN(C)CCCNC(=O)c1ccc(-c2ccccc2)cc1`?
BLM inh: -6%; Pol eta inh: 5%; JMJD2A Tudor inh: -12%; POLI inh: 14%; G9a block: -5%; POLK inh: -13%; BAZ2B block: 6%; APE1 inh: 0%; Pol beta inh: 42%

Results for Cc1noc(C)c1COc1cccc(C(=O)NCc2cccc(Cl)c2)c1 ?
BLM inh: -11%; Pol eta inh: -10%; JMJD2A Tudor inh: -3%; POLI inh: inconclusive; G9a block: 21%; POLK inh: -9%; BAZ2B block: -6%; APE1 inh: -2%; Pol beta inh: 25%

What do the screens show for `COc1ccc(C(=O)NN2CCOCC2)cc1[N+](=O)[O-]`?
BLM inh: -1%; Pol eta inh: 11%; JMJD2A Tudor inh: -4%; POLI inh: -15%; POLK inh: -8%; BAZ2B block: 4%; APE1 inh: 9%; Pol beta inh: 34%

What do the screens show for `O=C(CCn1c(=O)c2ccccc2n(Cc2ccccc2)c1=O)NCc1ccc2c(c1)OCO2`?
BLM inh: 1%; Pol eta inh: -15%; JMJD2A Tudor inh: -17%; POLI inh: 64%[activator]; G9a block: -10%; POLK inh: -12%; BAZ2B block: 4%; APE1 inh: 3%; Pol beta inh: 6%

Results for O=C(COc1ccc(Cl)cc1)OCc1csc(Nc2ccccc2)n1 ?
BLM inh: -13%; Pol eta inh: -16%; JMJD2A Tudor inh: -23%; POLI inh: -8%; G9a block: 10µM*; POLK inh: -4%; BAZ2B block: -29%; APE1 inh: -8%; Pol beta inh: 7%

The list goes on, overlapping the part above by 2 compounds.
What do the screens show for `O=C(CCn1c(=O)c2ccccc2n(Cc2ccccc2)c1=O)NCc1ccc2c(c1)OCO2`?
BLM inh: 1%; Pol eta inh: -15%; JMJD2A Tudor inh: -17%; POLI inh: 64%[activator]; G9a block: -10%; POLK inh: -12%; BAZ2B block: 4%; APE1 inh: 3%; Pol beta inh: 6%

Results for O=C(COc1ccc(Cl)cc1)OCc1csc(Nc2ccccc2)n1 ?
BLM inh: -13%; Pol eta inh: -16%; JMJD2A Tudor inh: -23%; POLI inh: -8%; G9a block: 10µM*; POLK inh: -4%; BAZ2B block: -29%; APE1 inh: -8%; Pol beta inh: 7%

How did COc1ccc(/C=C/C(=O)N(C)Cc2cccs2)cc1S(=O)(=O)N1CCOCC1 do in these assays?
BLM inh: -1%; Pol eta inh: -23%; JMJD2A Tudor inh: -10%; POLI inh: 172%[activator]; G9a block: 5%; POLK inh: 1%; BAZ2B block: -4%; APE1 inh: 2%; Pol beta inh: -24%

How did Cc1ccccc1NC(=O)/C=C/c1cccs1 do in these assays?
BLM inh: -3%; Pol eta inh: -23%; JMJD2A Tudor inh: 11%; POLI inh: 85%[activator]; G9a block: 1%; POLK inh: -3%; BAZ2B block: 3%; APE1 inh: -1%; Pol beta inh: 6%

Results for Cc1c(Cl)cccc1NC(=O)Cc1cccs1 ?
BLM inh: -5%; Pol eta inh: -7%; JMJD2A Tudor inh: 0%; POLI inh: 21%; POLK inh: -6%; BAZ2B block: 3%; APE1 inh: -1%; Pol beta inh: 19%

What do the screens show for `COc1ccc(NC(=O)Nc2nnc(SCC(=O)Nc3cccc(C)c3C)s2)cc1`?
BLM inh: 2%; Pol eta inh: -13%; JMJD2A Tudor inh: -3%; POLI inh: 9%; G9a block: -2%[59 µM]; POLK inh: -2%[60.1 µM]; BAZ2B block: 11%; Pol beta inh: 2%

How did CCCCNC(=O)CSc1nc(Cc2ccccc2)nc2ccccc12 do in these assays?
BLM inh: -2%; Pol eta inh: -10%; JMJD2A Tudor inh: -7%; POLI inh: -13%; G9a block: 28%; POLK inh: 4%; BAZ2B block: 1%; APE1 inh: 34%; Pol beta inh: 19%

Results for Cc1cc(C(=O)NCC(C)(C)N2CCOCC2)c(C)o1 ?
Pol eta inh: 1%; JMJD2A Tudor inh: -13%; POLI inh: inconclusive; G9a block: -1%; POLK inh: -19%; BAZ2B block: 7%; APE1 inh: 15%

Results for COc1ccc(C2=NN(C(=O)CCC(=O)O)C(c3ccccc3OC)C2)cc1 (configuration not stated) ?
BLM inh: -3%; Pol eta inh: -8%; JMJD2A Tudor inh: -6%; POLI inh: -12%; G9a block: -6%; POLK inh: 1%; BAZ2B block: -12%; APE1 inh: 4%; Pol beta inh: 23%

Results for C=CCn1c(N2CCN(c3ccc(OC)cc3)CC2)nc2c1c(=O)[nH]c(=O)n2C ?
BLM inh: -6%; Pol eta inh: -13%; JMJD2A Tudor inh: -14%; POLI inh: 34%[activator]; G9a block: 50µM*; POLK inh: 6%; BAZ2B block: -31%; APE1 inh: 6%; Pol beta inh: 7%

What do the screens show for `CCc1ccc(C(=O)Nc2cccnc2Oc2ccc(Cl)cc2)cc1`?
BLM inh: -15%; Pol eta inh: -22%; JMJD2A Tudor inh: 59%[activator]; POLI inh: 4%; G9a block: 217%[activator]; POLK inh: 2%; BAZ2B block: 26%; APE1 inh: -1%; Pol beta inh: -2%

What do the screens show for `CC(C)c1nnc(NC(=O)CCC(=O)N2CCN(c3ccccn3)CC2)s1`?
BLM inh: -1%; Pol eta inh: 6%; JMJD2A Tudor inh: -16%; POLI inh: 6%; G9a block: 13%[12.7 µM]; POLK inh: -2%; BAZ2B block: -25%; APE1 inh: 1%; Pol beta inh: 9%

How did O=C(NCC1CCCO1)c1ccc(Cl)c(S(=O)(=O)N2CCOCC2)c1 (configuration not stated) do in these assays?
BLM inh: 0%; Pol eta inh: -19%; JMJD2A Tudor inh: -13%; POLI inh: 73%[activator]; G9a block: -3%; POLK inh: 5%; BAZ2B block: -8%; APE1 inh: 83%[activator]; Pol beta inh: 1%

Results for Nc1ccc2ccccc2c1[N+](=O)[O-] ?
Pol eta inh: -30%; JMJD2A Tudor inh: inconclusive; POLI inh: 48%[activator]; POLK inh: -11%

How did COc1ccc(C(=O)NCCn2cc(SCC(=O)NCCc3ccc(OC)c(OC)c3)c3ccccc32)cc1 do in these assays?
BLM inh: -1%; Pol eta inh: -15%; JMJD2A Tudor inh: -21%; POLI inh: 5%; G9a block: -44%[59 µM]; POLK inh: -16%; BAZ2B block: inconclusive; Pol beta inh: 0%

What do the screens show for `CC(=O)N1CC(C)Oc2ccc(S(=O)(=O)NC(CC(=O)O)c3ccccc3)cc21` (configuration not stated)?
BLM inh: -1%; Pol eta inh: -12%; JMJD2A Tudor inh: -1%; POLI inh: 44%[activator]; G9a block: 24%[59 µM]; POLK inh: -3%; BAZ2B block: -13%; APE1 inh: 21%; Pol beta inh: 6%

How did Cc1noc(C)c1NC(=O)Nc1cccc2c1O[C@H](CN(C)S(=O)(=O)c1c(C)noc1C)[C@@H](C)CN([C@H](C)CO)C2=O do in these assays?
Pol eta inh: -11%; JMJD2A Tudor inh: -4%; POLI inh: -1%; POLK inh: 5%; APE1 inh: -4%
